Screening data: PubChem, The Scripps Research Institute Molecular Screening Center
PREPL inhibitor – inhibitors of human prolyl oligopeptidase-like enzyme PREPL; AID 2751; inhibition, % at 5.96 µM; 320,000 tested, 0.68% active; recombinant PREPL, fluorescence polarization activity-based probe; Q4J6C6; in the data active = inhibition above about 43%;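 also: 0% = enzyme with DMSO and 100% = wells lacking enzyme; many of its hits are not listed in these tables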
LYPLA2 counter – blocks human lysophospholipase 2, a PME1 counter-screen; 320,000 tested, 0.38% active; recombinant LYPLA2, FP-Rh probe fluorescence polarization; inhibition, % at 5.9 µM;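 active = inhibition above the screen-wide mean plus 3 SD, limit set per campaign, cut at about 26% in these data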;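 also: 0% = LYPLA2 with DMSO and 100% = wells lacking LYPLA2 enzyme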
PAFAH2 FP inh – inhibitors of human PAFAH2. recombinant PAFAH2, FP-rhodamine activity probe, fluorescence polarization. Q99487. AID 492956. 340,000 tested, 0.99% active. inhibition, % at 3.39 µM;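 active = inhibition above the mean over all tested compounds plus 3 SD, cut at about 30% in these data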;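 also: inhibitors block probe labeling of enzyme so polarization drops; 0% = enzyme with DMSO and 100% = wells lacking PAFAH2 protein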
PAFAH1B2 inh – inhibitors of human PAFAH1B2 | inhibition, % at 3.39 µM | 340,000 tested, 1.2% active | P68402 | recombinant PAFAH1B2, FP-rhodamine activity probe, fluorescence polarization;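 active = inhibition above the mean of all tested compounds plus 3 SD, cut at about 24% in these data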;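 also: 0% = enzyme with DMSO and 100% = wells lacking PAFAH1B2; many of its hits are not listed in these tables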
pPAFAH FP inh – inhibitors of human plasma PAF acetylhydrolase (pPAFAH); recombinant pPAFAH, FP-rhodamine probe fluorescence polarization; inhibition, % at 3.39 µM; 330,000 tested, 1.5% active; AID 463082;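 active = inhibition above the mean inhibition across the screen plus 3 SD, cut at about 25% in these data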;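 also: inhibitors block binding of the rhodamine activity-based probe so polarization drops; 0% = enzyme with DMSO and 100% = wells lacking pPAFAH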
Target sequence (Q13093 whole entry, looked up): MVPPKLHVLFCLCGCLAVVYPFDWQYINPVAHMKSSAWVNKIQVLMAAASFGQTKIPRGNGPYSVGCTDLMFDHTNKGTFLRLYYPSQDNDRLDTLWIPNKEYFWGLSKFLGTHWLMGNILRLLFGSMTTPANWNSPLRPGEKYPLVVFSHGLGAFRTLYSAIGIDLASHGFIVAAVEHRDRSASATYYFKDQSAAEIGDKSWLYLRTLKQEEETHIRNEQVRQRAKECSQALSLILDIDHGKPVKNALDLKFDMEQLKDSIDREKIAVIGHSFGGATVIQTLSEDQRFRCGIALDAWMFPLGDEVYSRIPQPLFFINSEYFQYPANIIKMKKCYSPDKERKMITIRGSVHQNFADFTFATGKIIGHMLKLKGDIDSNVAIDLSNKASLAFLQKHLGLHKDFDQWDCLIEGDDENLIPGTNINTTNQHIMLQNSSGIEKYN
PAFAH1B3 inh – PAFAH1B3 (human) inhibition; 340,000 tested, 0.28% active; inhibition, % at 3.39 µM; recombinant PAFAH1B3, FP-rhodamine probe, fluorescence polarization; Q15102;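 active = inhibition above the screen-wide average of all tested compounds plus 3 SD, cut at about 25% in these data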;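 also: 0% = enzyme with DMSO only and 100% = wells lacking PAFAH1B3 protein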
Target sequence (Q15102 whole entry, looked up): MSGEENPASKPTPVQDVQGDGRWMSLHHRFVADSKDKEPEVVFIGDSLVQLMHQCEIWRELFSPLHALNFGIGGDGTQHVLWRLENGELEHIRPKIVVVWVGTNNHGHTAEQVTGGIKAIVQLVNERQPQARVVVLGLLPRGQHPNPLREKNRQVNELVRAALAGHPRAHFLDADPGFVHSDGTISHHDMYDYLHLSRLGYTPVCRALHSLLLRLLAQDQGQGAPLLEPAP
LYPLA1 inh – blocks human lysophospholipase 1, a PME1 counter-screen | O75608 | recombinant LYPLA1, FP-Rh probe fluorescence polarization | inhibition, % at 5.9 µM | 320,000 tested, 0.16% active;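 active = inhibition above the mean of all tested compounds plus 3 SD, set per campaign, cut at about 14% in these data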;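 also: inhibitors block serine hydrolase probe labeling of LYPLA1 so polarization falls; 0% = enzyme with DMSO and 100% = wells lacking LYPLA1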
Target sequence (O75608 whole entry, looked up): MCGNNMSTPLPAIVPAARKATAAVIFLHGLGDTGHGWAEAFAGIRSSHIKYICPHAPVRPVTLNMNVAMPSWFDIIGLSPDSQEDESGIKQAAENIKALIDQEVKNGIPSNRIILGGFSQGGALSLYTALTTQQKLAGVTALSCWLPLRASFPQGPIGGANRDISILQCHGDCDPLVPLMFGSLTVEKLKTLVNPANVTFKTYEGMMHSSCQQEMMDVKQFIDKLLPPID
PAD4 FP inh – inhibitors of human PAD4. Q9UM07. 330,000 tested, 0.41% active. recombinant PAD4, RCA probe fluorescence polarization. inhibition, % at 6.36 µM;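 active = percent inhibition above a cutoff equal to the mean of all tested compounds plus 3 SD, cut at about 15% in these data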;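 also: 0% = PAD4 with RCA probe and DMSO and 100% = probe without PAD4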
GSTO1 inh – counter-screen for RBBP9 inhibitors: inhibitors of human GSTO1; AID 1974; inhibition, % at 5.96 µM; P78417; 300,000 tested, 1.1% active; recombinant GSTO1, activity-based probe fluorescence polarization;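 active = inhibition above the campaign mean inhibition plus 3 SD, cut at about 35% in these data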;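 also: 0% = GSTO1-1 with DMSO and 100% = wells lacking GSTO1-1 enzyme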
* hit, by the source's call; / = not tested or not shown. Only part of the results is shown, so the mix of outcomes need not match the whole.

nr | Molecule | PREPL inhibitor | LYPLA2 counter | PAFAH2 FP inh | PAFAH1B2 inh | pPAFAH FP inh | PAFAH1B3 inh | LYPLA1 inh | PAD4 FP inh | GSTO1 inh
1 | CC(NS(=O)(=O)c1ccc(F)cc1)C(=O)Nc1ccc2c(c1)OCCO2 (centres undefined) | 12 | -5 | 7 | 8 | -3 | -2 | 1 | 3 | 3
2 | NS(=O)(=O)c1ccc(CNc2nc(-c3cccnc3)nc3ccccc23)cc1 | 6 | 1 | 5 | 6 | 0 | 3 | -3 | -2 | -20
3 | O=C(NCc1ccccn1)C(=O)Nc1cccc2ccccc12 | 8 | 4 | 1 | 7 | 0 | 1 | -2 | 5 | 13
4 | O=C(OCC#CCSc1nnc(-c2cccc3ccccc23)o1)c1ccco1 | 1 | -4 | 0 | -1 | 6 | 5 | -4 | -22 | 14
5 | NC(=O)c1ccccc1OCc1nnc(-c2ccccc2Br)o1 | -13 | -4 | -2 | 0 | 8 | 12 | -5 | -3 | -2
6 | CCOc1ncccc1C(=O)OCC(=O)c1ccc(Cl)s1 | -4 | -2 | 44* | 4 | 8 | 8 | -3 | -2 | -5
7 | CC(Oc1ccccc1Cl)C(=O)N(Cc1cccs1)C1CCS(=O)(=O)C1 (centres undefined) | 12 | 1 | 7 | 0 | -2 | 6 | 0 | 2 | -2
8 | CCN(CC)C(=O)C1CCN(Cc2ccc(OCc3ccccc3)cc2)CC1 | 2 | -5 | -2 | 9 | 5 | 9 | -2 | -1 | 1
9 | CN(CC(=O)O/N=C(\N)c1ccc(Br)cc1)S(=O)(=O)c1ccccc1 | -6 | 5 | 5 | 3 | -3 | -10 | 1 | -6 | -2
10 | O=C(NCCc1ccccc1)/C(=C\c1ccc([N+](=O)[O-])cc1)NC(=O)c1ccco1 | 8 | 8 | 1 | 5 | -3 | 11 | 2 | 2 | 3
11 | CCCCc1ccc(NC(=O)N[C@H](C(=O)O)C(C)C)cc1 | -4 | 1 | 2 | 12 | 0 | 3 | 1 | -3 | 7
12 | O=C(Cc1c(F)c(F)c(F)c(F)c1F)OC12CC3CC(C1)C(=O)C(C3)C2 | 12 | -3 | -7 | 5 | -2 | -4 | -2 | -2 | 10
13 | COc1ccc(/C=N/NC(=O)c2ccc(O)cc2O)cc1CSc1ccccn1 | -2 | -8 | -9 | -3 | 15 | 8 | -13 | -6 | -1
14 | CCOc1ccc(NC(=O)CSc2ncc(-c3ccc(F)cc3)n2Cc2ccco2)cc1 | 11 | -6 | -3 | 6 | 9 | 10 | -2 | -2 | -15
15 | CCCC(C)NC(=O)c1c2c(nc3ccccc13)CCC2 (centres undefined) | 9 | 3 | 3 | 0 | 4 | 8 | 0 | 1 | 11
16 | Cn1cc(CN2CCC(n3nccc3NC(=O)c3ccccc3Cl)CC2)c2ccccc21 | 1 | 10 | -8 | 2 | 5 | 1 | -2 | -6 | 1
17 | O=C(OCCOc1ccc(F)cc1)c1ccc(S(=O)(=O)N2CCCC2)cc1 | -1 | 0 | 9 | -3 | 6 | 0 | -2 | 3 | /
18 | CC(C)N1C(=O)C2C(C(=O)NC3CCCCC3)C3C=CC2(O3)C1C(=O)NC1CCCCC1 (centres undefined) | 2 | 9 | -6 | 2 | 2 | 3 | -1 | 1 | 4
19 | O=C(NCCCN1CCCCC1)c1ccc(CS(=O)c2ccc(Cl)cc2)o1 (centres undefined) | -20 | -3 | -1 | -4 | 3 | 3 | -2 | 2 | 8
20 | O=C(OCc1ccc([N+](=O)[O-])cc1)c1ccccn1 | 2 | 0 | -3 | -4 | 4 | -1 | -2 | -4 | -5
21 | CSc1cccc(NC(=S)N(CCCN2CCC(C)CC2)Cc2cccs2)c1 | -5 | 6 | -1 | 5 | 7 | 13 | -1 | 4 | 2
22 | Cc1cccc(C)c1NC(=O)CN(C)C(=O)c1ccc2c(=O)n3c(nc2c1)CCC3 | 0 | -1 | 1 | 7 | 2 | 4 | -2 | -3 | /
23 | CCOC(=O)CN(C(=O)CNC(=O)c1cccs1)C(C(=O)NC1CCCCC1)c1cccnc1 (centres undefined) | 14 | 2 | -1 | 10 | -4 | -6 | -3 | 5 | 0
24 | CC(=O)Nc1ccc(S(=O)(=O)NCCC(=O)Nc2ccc(C)c(Cl)c2)cc1 | 7 | -3 | -1 | 8 | 1 | 2 | -3 | -3 | 0
25 | O=C(COc1ccccc1)Nc1nnc(-c2ccco2)o1 | 19 | -1 | -6 | 5 | -3 | 12 | 3 | -12 | -6
26 | O=C(N/N=C/c1cc([N+](=O)[O-])ccc1O)C12CC3CC(CC(C3)C1)C2 | 4 | 3 | 91* | 42* | 6 | 7 | 0 | 2 | -2
27 | CCn1c(=O)c2cc(S(=O)(=O)NC3CCCCC3)ccc2n(CC)c1=O | -10 | 0 | 3 | -6 | 11 | 6 | 0 | -2 | -5
28 | CC1=C(C(=O)Nc2ccccc2)C(c2cccs2)n2nnnc2N1 (centres undefined) | -5 | 11 | 8 | 2 | 5 | 1 | 3 | -4 | 3
29 | COc1cccc(CNC(=O)CCNS(=O)(=O)c2ccc(C)cc2)c1 | 3 | -1 | -1 | 6 | 0 | -1 | 2 | -2 | 6
30 | Cc1cc2nc(-c3ccc(SCC(=O)Nc4ccc(S(=O)(=O)N5CCCC5)cc4)nc3)[nH]c2cc1C | -19 | -99 | -113 | -62 | -47 | -115 | -37 | -22 | -23
31 | CCN(CC)C(=O)CSc1nc(O)c(Cc2ccccc2)c(=O)n1-c1ccccc1 | 7 | 2 | 5 | 4 | 4 | -2 | 1 | 2 | 4
32 | O=C(Cn1cnc2ccccc21)Nc1ccc2c(c1)OCCCO2 | 1 | 3 | -4 | 2 | 0 | -2 | -4 | 3 | /
33 | CC(NC(=O)C1CCCN(C(=O)N(C)C)C1)c1ccccc1 (centres undefined) | -2 | 0 | 2 | 4 | 0 | 2 | -2 | 0 | 11
34 | COC(=O)c1[nH]c2ccc(F)cc2c1NC(=O)CCN1CC(C)OC(C)C1 (centres undefined) | -3 | 2 | 2 | 2 | 2 | 2 | 1 | -4 | -5
35 | COc1ccc2c(c1)c(C(C)=O)c(C)n2-c1ccccc1OC | 8 | -3 | 1 | 4 | 3 | 10 | 1 | 5 | -10
36 | CC(C)S(=O)(=O)c1csc(C(=O)NNC(=O)Nc2ccccc2)c1Cl | 5 | 5 | 3 | -3 | 12 | 8 | 5 | -3 | -1
37 | COc1ccc(-c2cc(CCCC(=O)NCCc3ccc(OC)cc3OC)no2)cc1 | -3 | 1 | -2 | 3 | 6 | -2 | -5 | 0 | -4
38 | O=C(COC(=O)CNC(=O)c1ccc(Cl)cc1Cl)NNC(=O)c1ccccc1F | -3 | / | 9 | 2 | 4 | 5 | / | 1 | /
39 | CCC(OC(=O)c1cccs1)C(=O)NCc1ccc2c(c1)OCO2 (centres undefined) | -5 | -1 | 0 | 0 | 2 | 5 | -1 | -2 | 1
40 | CC1(C)CC(=O)C(C=Nc2ccccc2)=C(O)C1 | 4 | -6 | 2 | 2 | -4 | 4 | 0 | -5 | 1
41 | Cc1ccc(CNC(=O)CCCN2C(=S)NC(C)(C)CC2C)cc1 (centres undefined) | 0 | -4 | 2 | 6 | 0 | 2 | -1 | 1 | 2
42 | Cc1nn(CCCC(=O)Nc2nccs2)c(C)c1[N+](=O)[O-] | -3 | 4 | -1 | -1 | -3 | 6 | 1 | -3 | 0
43 | CC(=O)c1cccc(CN2CCN(C3CCCC3)C(CCO)C2)c1 (centres undefined) | 3 | 4 | 0 | 4 | 1 | 5 | 0 | 4 | 16
44 | C/C(=N\NC(=O)C1(C)CC1(Br)Br)c1cccc(NC(=O)C2CCC2)c1 (centres undefined) | -4 | 3 | -2 | 1 | 2 | -3 | 2 | 5 | -3
45 | O=CNC(Cc1ccccc1)C(=O)O (centres undefined) | -2 | 1 | 11 | 2 | 4 | 2 | 0 | 4 | -1
46 | Cc1ccc(S(=O)(=O)Nc2ncc(C(F)(F)F)cc2Cl)cc1 | -1 | -3 | 6 | 5 | 7 | 10 | -2 | 0 | -2
47 | CCOC(=O)N1CCN(C(=O)C2CCN(S(=O)(=O)c3cc(Cl)ccc3OCC)CC2)CC1 | 34 | -6 | 4 | 2 | 3 | 7 | -3 | -4 | 1
48 | Cc1ccc(S(=O)(=O)n2nc(-c3ccc(Cl)cc3)nc2NCc2ccco2)cc1 | -8 | -9 | -9 | -2 | -3 | 5 | -6 | 1 | 0
49 | CCOc1ccc(NC(=S)C(C#N)=C2N(C)c3ccccc3N2C)cc1 | 7 | 9 | 4 | -1 | 1 | 8 | 4 | -1 | -3
50 | CC(=O)NC(Cc1ccccc1)C(=O)N1CCN(C(=S)NCC(C)C)CC1 (centres undefined) | 0 | 11 | 6 | 5 | 0 | 4 | -1 | -1 | 9
51 | N#Cc1nc(-c2cccc3ccccc23)oc1NCCN1CCCCC1 | 24 | -4 | 0 | 5 | 6 | 3 | 2 | 1 | 0
52 | CC(=O)C[C@H](O)CC(=O)[C@@H]1OC(=O)[C@@H](C)C/C=C\Cc2ccccc21 | 6 | / | 5 | 4 | -3 | 6 | / | -3 | /
53 | COc1cc(C2C(C(=O)c3ccc(C)o3)=C(O)C(=O)N2Cc2cccnc2)ccc1O (centres undefined) | 0 | -2 | 3 | 1 | 1 | 11 | 2 | -4 | -4
54 | Cc1cc(C)cc(Nc2cc(C)nc3nc(C)nn23)c1 | -2 | -1 | -5 | 3 | -2 | 3 | 0 | 2 | 0
55 | Cc1ccc(-c2nnc3sc(C4COc5ccccc5O4)nn23)cc1 (centres undefined) | -12 | 5 | -6 | -1 | 4 | 6 | -2 | -5 | 5
56 | CC1CCN(S(=O)(=O)c2cccc(S(=O)(=O)N3CCCC3)c2)CC1 | -3 | 1 | 9 | 20 | 2 | 1 | -3 | -4 | -5
57 | COC(=O)c1sccc1NC(=O)c1ccccc1 | -1 | -3 | -6 | 4 | 5 | -4 | -3 | -2 | 0
58 | COC(=O)c1ccc(S(=O)(=O)NCc2cccc(OC)c2)n1C | -4 | 0 | -8 | 4 | 1 | -6 | -6 | -4 | 3
59 | O=[N+]([O-])c1cc(S(=O)(=O)N2CCCC2)ccc1NCCCN1CCOCC1 | 2 | 2 | -3 | -1 | 8 | 2 | 7 | 4 | 10
60 | O=[N+]([O-])c1cccc2ccc(/C=C/c3cccc(Br)c3)nc12 | 3 | -10 | -7 | 2 | 3 | -2 | -3 | 2 | -6

Screen by screen, from the results shown.
PAD4 FP inh for entries 31 to 37 → 2, 3, 0, -4, 5, -3, 0
PAFAH1B3 inh for entries 31 to 37 → -2, -2, 2, 2, 10, 8, -2
PAFAH2 FP inh for entries 31 to 37 → 5, -4, 2, 2, 1, 3, -2

Next results.
nr | Molecule | PREPL inhibitor | LYPLA2 counter | PAFAH2 FP inh | PAFAH1B2 inh | pPAFAH FP inh | PAFAH1B3 inh | LYPLA1 inh | PAD4 FP inh | GSTO1 inh
61 | Cc1cccc(-n2c(N)cc(=O)nc2SCC(=O)Nc2cc(C)on2)c1 | 11 | 3 | 3 | -3 | -2 | 10 | 2 | -5 | 0
62 | Cc1ccc(-n2ncc3c2CC(C)(C)CC3NC(=O)CCCN2CCCC2=O)cc1 (centres undefined) | -11 | 5 | 1 | 0 | 1 | 4 | 1 | 3 | 6
63 | CCC(=O)N(Cc1cc2ccc(C)cc2[nH]c1=O)c1ccccc1OC | -11 | 1 | 1 | 3 | 3 | 7 | -4 | 1 | -2
64 | O=C1CN(c2ccc(Cl)cc2)C(=O)CN1NC(=S)Nc1ccc(Cl)cc1 | -9 | 1 | 8 | -2 | 3 | 1 | -3 | -1 | 9
